HTT aggregate: qHTS Multiplex Assay to Identify Dual Action Probes in a Cell Model of Huntington: Aggregate Formation (GFP) | PC12 HttQ103-GFP aggregates, Acumen cytometry, 40 h | AID 1688, 2009 | Potency, µM (titrated, usually from 46.1 µM), without a hit: at the highest dose activity change, negative = inhibition, hits mostly inhibitors | actives 1.1% (n = 220,000); further: on the % scale 0 is the no-effect control and ±100 the full control effect; nearly all actives have a fitted effect of over 60% in size
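Aggregates are detected as GFP objects 1–25 µm with signal 6 STDEV over background in lysates of induced PC12 cells. These carry Huntingtin exon 1 with 103 glutamines fused to GFP under an ecdysone promoter; compounds titrated.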
Tau fluor cs: Counterscreen qHTS for Inhibitors of Tau Fibril Formation, Fluorescence Polarization; tau K18 P301L Alexa594 fluorescence, heparin fibrillization; Potency, µM (titrated, usually from 57.7 µM), without a hit: at the top dose activity change, negative = decrease; actives 0.93% (n = 280,000); further: on the % scale 0 is the no-effect control and ±100 the full control effect; nearly all actives have a fitted effect of over 55% in size
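Human tau K18 P301L (15 uM unlabeled, 0.24 uM Alexa 594-labeled) in 100 mM sodium acetate pH 7 with 20 uM heparin, 6 hr at 37 C. ThT 30 uM added, 1 hr ambient; Alexa 594 FP and total fluorescence read at 555/632 nm.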
HTT cytoprotect: qHTS Multiplex Assay to Identify Dual Action Probes in a Cell Model of Huntington: Cytoprotection (ATP); actives 0.14% (n = 230,000); Potency, µM (doses to about 56.4 µM), without a hit: cytoprotection (ATP increase), hits mostly activators; PC12 HTT-Q103 induced, cytoprotection, ATP luminescence, 40 h;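 further: % of control where 0% means no effect; nearly all actives have a fitted effect of over 45% in size; toxic huntingtin expression switched on by the ecdysone agonist tebufenozide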
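ATP quantification (ATPlite) reports survival of PC12 cells in which tebufenozide, 100 nM final, switches on Htt exon 1 with 103 glutamines linked to GFP; compounds are titrated.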
Tau fibril FP: qHTS for Inhibitors of Tau Fibril Formation, Fluorescence Polarization; Microtubule-associated protein tau (Homo sapiens), P10636; K18 P301L tau heparin fibrillization, Alexa594 FP, 6 h; Potency, µM (doses to about 57.7 µM), inactives show at the highest dose activity, negative = inhibition, most hits filed as inhibitors; actives 0.39% (n = 280,000); AID 1468, 2008; further: on the % scale 0 is the no-effect control and ±100 the full control effect; nearly all actives have a fitted effect of over 55% in size
Target sequence (P10636 561-689 P618L limits assumed): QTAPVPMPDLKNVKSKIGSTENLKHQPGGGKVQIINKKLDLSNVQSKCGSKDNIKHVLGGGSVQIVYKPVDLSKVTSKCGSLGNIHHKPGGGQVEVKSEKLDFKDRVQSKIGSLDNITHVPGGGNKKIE
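Heparin (20 uM) drove fibril formation of recombinant tau K18 P301L, 15 uM unlabeled with 0.24 uM Alexa 594 label, for 6 hr at 37 C in 100 mM sodium acetate pH 7. Fluorescence polarization (555/632 nm) read 1 hr after 30 uM ThT.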
Tau ThT inhib: qHTS for Inhibitors of Tau Fibril Formation, Thioflavin T Binding; Microtubule-associated protein tau (Homo sapiens), P10636; recombinant tau K18 P301L, heparin-induced fibrillization, ThT fluorescence; Potency, µM (highest dose often 57.4 µM), for the others: at the top dose activity, negative = inhibition, hits mostly inhibitors; actives 2.1% (n = 270,000); further: on the % scale 0 is the no-effect control and ±100 the full control effect; nearly all actives have a fitted effect of over 55% in size
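ThT emission at 510 nm, taken 1 hr after adding 30 uM dye, quantifies aggregates formed when 20 uM heparin acts on human tau K18 P301L for 6 hr at 37 C.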
SMN2 splice up: qHTS Assay for Enhancers of SMN2 Splice Variant Expression; HEK293 SMN2-luciferase splicing reporter, luminescence, 30-36 h; Potency, µM (series often up to 46.1 µM), inactives show top-dose activity change, positive = activation, most hits filed as activators; actives 2.8% (n = 210,000); AID 1458, 2008; further: % of control where 0% means no effect; nearly all actives have a fitted effect of over 55% in size
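HEK293 cells carry an SMN2 minigene-luciferase reporter in which exon 7 inclusion puts luciferase in frame. Cells were seeded at 2000 cells/well, attached for 10-12 hours, then exposed to compounds for 30-36 hours at 37C before ONE-Glo luminescence.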
KDM4E inh: qHTS Assay for Inhibitors of Human Jumonji Domain Containing 2E (JMJD2E). Potency, µM (highest dose often 57.1 µM), for the others: top-dose activity change, negative = inhibition, usual class: inhibitors. actives 1.6% (n = 230,000). AID 2147, 2009. Lysine-specific demethylase 4E (Homo sapiens), B2RXH2. JMJD2E catalytic domain, FDH-coupled NADH fluorescence (FDH is formaldehyde dehydrogenase); active means well fitted inhibition curve with a large enough effect, not every such curve was filed as active; inconclusive means small, poorly fitted or top-dose-only effect, or another doubt; inactive means no such curve, though single readings can be large or run the other way;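 further: 0% = wells with enzyme and -100% = buffer wells without enzyme; nearly all actives have a fitted effect of over 50% in size; many of its hits are not listed in these tables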
Target sequence (B2RXH2 1-337 limits assumed): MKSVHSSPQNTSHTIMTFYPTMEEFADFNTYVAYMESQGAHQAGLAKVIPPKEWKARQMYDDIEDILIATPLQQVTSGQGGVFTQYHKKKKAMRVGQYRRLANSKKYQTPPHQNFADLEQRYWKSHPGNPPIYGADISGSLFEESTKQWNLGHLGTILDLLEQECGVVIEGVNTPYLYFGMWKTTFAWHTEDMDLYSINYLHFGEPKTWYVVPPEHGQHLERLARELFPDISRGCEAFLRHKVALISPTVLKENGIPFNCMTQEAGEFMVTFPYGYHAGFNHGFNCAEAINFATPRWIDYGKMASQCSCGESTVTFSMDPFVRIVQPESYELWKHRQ
ALDH1A1 block: qHTS Assay for Inhibitors of Aldehyde Dehydrogenase 1 (ALDH1A1); AID 1030, 2008; Purified ALDH1A1, NADH fluorescence, propionaldehyde substrate; actives 7.3% (n = 220,000); Aldehyde dehydrogenase 1A1 (Homo sapiens), P00352; Potency, µM (titrated, usually from 75.3 µM), for the others: top-dose activity, negative = inhibition, usual class: inhibitors; active means well fitted inhibition curve with a large enough effect, not every such curve was filed as active; inconclusive means small, poorly fitted or top-dose-only effect, or another doubt; inactive means no such curve, though single readings can be large or run the other way;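 further: plate controls were no enzyme wells and a reference inhibitor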
Target sequence (P00352 whole entry, looked up): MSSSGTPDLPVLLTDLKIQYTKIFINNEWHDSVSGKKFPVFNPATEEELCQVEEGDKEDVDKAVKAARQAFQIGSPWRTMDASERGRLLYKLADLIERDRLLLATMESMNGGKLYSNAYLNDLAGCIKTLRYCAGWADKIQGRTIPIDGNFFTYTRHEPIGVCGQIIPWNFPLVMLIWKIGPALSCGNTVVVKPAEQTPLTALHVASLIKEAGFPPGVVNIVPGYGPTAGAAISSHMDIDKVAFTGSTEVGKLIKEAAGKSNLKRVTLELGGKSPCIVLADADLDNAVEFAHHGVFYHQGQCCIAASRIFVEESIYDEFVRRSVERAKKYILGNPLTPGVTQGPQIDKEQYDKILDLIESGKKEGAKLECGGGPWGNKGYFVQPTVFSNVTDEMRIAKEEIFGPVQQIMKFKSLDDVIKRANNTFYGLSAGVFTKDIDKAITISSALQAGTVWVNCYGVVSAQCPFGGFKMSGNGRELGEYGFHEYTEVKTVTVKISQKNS
Active calls of the source: *; ? = inconclusive; · = no result given; & = joins results of further samples; [ ] = another dose, or the depositor's remark. Unless noted, the call rests on the fitted dose curve; in most records, active means well fitted curve in the direction sought with a large enough effect; inconclusive means small, poorly fitted or top-dose-only effect, or another doubt; inactive means no such curve, though single readings can be large; an effect the other way counts as inactive or inconclusive. Potency means the concentration at half of the fitted maximal effect. Some of the compounds tested; rates above refer to the full screens.

SMILES | HTT aggregate | Tau fluor cs | HTT cytoprotect | Tau fibril FP | Tau ThT inhib | SMN2 splice up | KDM4E inh | ALDH1A1 block
c1ccc(-c2ccc(CN3C[C@@H]4C(c5ccccc5)C5(c6cccnc6)CC4(C5)[C@H]3c3ccccc3)cc2)cc1 (stereo not given in full) | -4.2%[9.22 µM] | 0.8%&3.7% | -30.5%[inhibitor] | 1.3%&7.9% | -3.8%&-8.7% | -19.0% | 1.4%&3.0% | 8.0%
COc1ccccc1CNC(=O)C1COc2ccccc2O1 (stereo not given) | -22.8% | -0.3% | 1.0% | 1.3% | -1.0% | ? | -0.2% | 4.0%
COCCSc1ccccc1C(=O)NCc1cccnc1 | 3.6%[9.22 µM] | -8.7% | 4.5%[10 µM] | 2.7% | -2.8% | · | -9.2% | -10.2%
CCCCNC(=O)C1CC(=O)N(C2CCCCC2)C1 (stereo not given) | 17.7% | 4.3% | 11.0% | -1.4% | 6.2% | -10.9% | -0.5% | -4.5%
CC(C)=NNc1nc2c(c(=O)[nH]c(=O)n2C)n1CCc1ccccc1 | 3.4%[9.22 µM] | -7.7% | -2.4%[10 µM] | -9.6% | ? | · | ? | ?
O=C(OCC(=O)N1CCN(S(=O)(=O)c2ccccc2)CC1)c1ccc([N+](=O)[O-])o1 | 16.5% | 0.5% | 15.6%[10 µM] | 1.9% | 1.6% | 15.1% | -22.5% | 20µM*
O=C(COC(=O)CCc1nc2ccccc2s1)Nc1nc(-c2ccccc2)cs1 | -11.3% | -25.7% | · | ? | -20.1% | 29.2% | 4.4% | -1.2%
Cc1noc(C)c1C(=O)N1CCC(C(=O)c2ccccc2)CC1 | 7.2%[9.22 µM] | 0.9% | 8.6%[10 µM] | 3.1% | 1.7% | · | 3.0% | -0.8%
O=C(CSc1n[nH]c(-c2ccccc2)n1)NCc1cccc(C(=O)O)c1 | 7.5%[9.22 µM] | -8.8% | 29.8%[10 µM] | -2.6% | -8.0% | · | 1.0% | 0.0%
CS/C(=C\[N+](=O)[O-])Nc1ccc(Cl)cc1 | ? | ? | -10.7% | ? | ? | -6.1% | -1.1% | ?
Cc1cccc(C)c1NC(=O)CS(=O)CC(=O)NC1CCCc2ccccc21 (stereo not given) | 1.2% | 1.4% | 19.2%[10 µM] | 6.4% | 0.1% | -16.0% | 0.4% | 8.2%
N/C(Cc1cccc2ccccc12)=N\OC(=O)c1ccc(Br)o1 | 16.6% | 0.2% | -30.5%[inhibitor] | -0.6% | 4.0% | 1.3% | -8.5% | 10µM*
O=C(OCC(=O)N1CCc2ccccc21)c1cccnc1Cl | 28.0% | 2.3% | 7.6% | 6.1% | -17.3% | 1.8% | 1.3% | 1.4%
O=C1CCC/C(=N/NC(=O)c2cc(NS(=O)(=O)c3cccs3)cc(NS(=O)(=O)c3cccs3)c2)C1 | -6.2%[9.22 µM] | -14.7% | 7.7%[10 µM] | 1.3% | -13.9% | · | ? | ·
O=C(COC(=O)c1ccc(S(=O)(=O)N2CCOCC2)cc1)NC1CCCCCCC1 | 6.0% | 4.7% | -9.5% | 0.7% | 8.7% | -1.8% | -3.2% | ?
COc1cc(SC)ccc1C(=O)N1CCN(Cc2ccccc2)CC1 | -41.8%[9.22 µM] | 3.8% | -14.4%[10 µM] | 6.0% | -3.2% | · | 11.5% | 0.6%
NC1=NC2(CCCCC2)N(c2ccc(F)cc2F)C(N)=N1 | -22.2%[9.22 µM] | -0.8% | -11.7%[10 µM] | 1.9% | 1.4% | · | -0.4% | 7.4%
Cc1ccc2c(c1)c1c(n2CC(O)Cn2c(C)nc3ccccc32)/C(=N\O)CCC1 (stereo not given) | -21.2% | ? | -17.1%[10 µM] | 9.2% | ? | 0.8% | ? | -9.0%
O=C(NC(=O)c1cc(OCC(F)(F)F)ccc1OCC(F)(F)F)Nc1ccccc1 | -8.5%[9.22 µM] | -18.9% | -12.8%[10 µM] | -11.9% | 1.1% | · | 5.2% | 1.1%
Cc1ccc(NC(=O)c2nnn(CC(=O)Nc3ccccc3)c2N)cc1C | -3.5% | -12.8% | -2.0%[10 µM] | -2.7% | ? | 10.6% | 3.5% | 11.3%
CNC(CC(=O)c1ccc([N+](=O)[O-])cc1)C(Cl)(Cl)Cl (stereo not given) | 5.2% | ? | -24.1%[10 µM] | 1.8% | ? | -24.5% | ? | 0.562µM*
Cc1ccccc1-c1nc(CS(=O)(=O)CC(=O)Nc2c(C)cccc2C)c(C)o1 | · | -7.6% | · | -7.3% | -8.2% | -12.5% | · | ·
O=S(=O)(c1ccccc1)N1CCCC1c1cccs1 (stereo not given) | -3.0%[9.22 µM] | -7.1% | 15.9%[10 µM] | -2.8% | -1.6% | · | 6.7% | 8.6%
Cc1cc(C)c2cc(C(=O)Nc3ccc4c(c3)OCO4)[nH]c2c1 | 4.8%[9.22 µM] | -3.9% | -1.7%[10 µM] | 2.0% | · | · | ? | ·
COc1ccc(NC(=O)c2ccccc2NC(=O)c2ccco2)c(OC)c1 | -1.1% | -28.3% | -29.2% | 0.0% | -15.6% | -7.8% | -1.5% | 6.7%
COc1ccc(-n2nc(C(=O)N3CCCCC3)c(C)c(C#N)c2=O)cc1 | 7.9% | -2.7% | -14.1% | 13.6% | -8.1% | 1.0% | 0.3% | -2.4%
CCOC(=O)N1CCc2c(sc3c2c(=O)n(-c2ccccc2C(F)(F)F)c(=O)n3Cc2ccccc2C)C1 | · | -5.8% | · | -3.0% | -5.0% | 17.4% | · | ·
O=[N+]([O-])C1=CC=C2C(=NC3(CCCCC3)N2O)C1=NCCO | 9.4% | -7.6% | 15.3% | -4.3% | -15.1% | -15.1% | -3.1% | ?
S=C(NCCc1ccccn1)Nc1ccc(Cl)cc1Cl | -1.9% | -6.9% | -16.0% | -4.0% | -3.5% | 16.8% | -6.5% | 0.4%
CC(O)CNCCOc1ccccc1OCc1ccccc1 (stereo not given) | -6.0%[9.22 µM] | -4.5% | 7.9%[10 µM] | -4.4% | -2.4% | · | ? | -8.9%
CCc1nn2c(N3CCOCC3)cc(C)nc2c1-c1ccc(F)cc1 | -5.9% | -8.4% | -5.1% | 6.6% | -6.0% | ? | -19.1% | ?
COC(OC)[C@@H](C)[C@H](OC)[C@@H](C)[C@H](OC)c1ccccc1 | · | 3.3%[11.6 µM] | -5.7%[10 µM] | 4.0%[11.6 µM] | -3.4%[11.5 µM] | · | · | -1.1%[13.5 µM]
Cc1cccc(C(=O)NC2CCN(CC(=O)Nc3ccc4c(c3)OCO4)CC2)c1 | 2.5%[9.22 µM] | -11.6% | -10.2%[10 µM] | 6.1% | -9.7% | · | -9.7% | -1.2%
COc1ccc(C2=C(Nc3ccc(C)c(C)c3)c3ccccc3C2=O)cc1 | · | ? | · | ? | -11.5% | -15.0% | · | ·
COC(=O)C(C)Sc1nnc(SC(C)C(=O)OC)s1 (stereo not given) | -24.2% | -5.7% | 12.6% | -11.0% | -6.0% | 17.8% | -5.0% | ?
CCCCSCCCNC(=O)c1cn(CC)c2ccc(S(=O)(=O)N3CCCCCC3)cc2c1=O | · | -15.7% | · | -13.5% | -5.6% | -5.7% | · | ·
Cc1occc1C(=O)NNC(=O)c1ccc(F)cc1 | 13.7% | 10.3% | 14.0% | -0.5% | 0.1% | -3.1% | 7.5% | 5.6%
Cc1cc(C)n(-c2ccc(C(=O)OCC(=O)Nc3ccc(S(=O)(=O)N4CCCCC4)cc3)cc2)n1 | ? | ? | 10.9% | ? | -12.5% | 0.7% | ? | ?
COc1ccc(OC)c(N/C=C2/CCCCC2=O)c1 | 18.5% | -5.4% | -4.4% | 11.8% | -11.1% | -3.0% | 0.0% | ?
CCOc1ccc(NC(=O)CN(C)CC(=O)NC2CCCc3ccccc32)cc1OCC (stereo not given) | 4.2% | -7.9% | -11.8%[10 µM] | 13.0% | -2.0% | -14.4% | 4.2% | -7.9%
CCN(CC)CCN(Cc1cc2ccc(C)c(C)c2[nH]c1=O)C(=S)NCc1ccco1 | 2.5%[9.22 µM] | -16.7% | -6.5%[10 µM] | -4.0% | -8.8% | · | ? | ?
CC1=NN(C(=O)CCc2ccccc2)C(c2ccccc2)C1 (stereo not given) | 19.2%[9.22 µM] | -0.5% | -35.7% | 4.1% | -1.5% | 14.2% | -5.9% | 1.8%
OCCNCCNCc1ccccc1OCc1ccccc1 | -7.8% | -4.6% | -27.0% | -8.0% | -8.1% | 5.8% | 10.1% | 1.7%
CCNC(=S)N1CCN(c2ccccn2)CC1 | 17.5% | -4.3% | 9.2%[10 µM] | -0.9% | -8.0% | · | ? | -0.4%
COc1ccc(S(=O)(=O)N(C)CC(=O)N2CCC(C(N)=O)CC2)cc1Cl | -10.3% | -4.3% | -3.3%[0.074 µM] | 1.9% | 3.1% | 17.2% | 3.8% | 0.6%
Cc1ccc(S(=O)(=O)NCCC(=O)Nc2ccc3c(c2)OCO3)cc1 | -5.6% | 1.4% | 20.8%[4.97 µM] | 4.9% | 7.4% | -0.2% | 2.9% | -1.6%
O=C(NNC(=O)C1CCN(c2ncccn2)CC1)c1ccncc1 | 3.3%[9.22 µM] | -12.7% | 14.7%[10 µM] | -2.9% | -4.0% | · | ? | -11.6%
CC(C)(C)C1CCc2[nH]c3ccccc3c(=O)c2C1 (stereo not given) | 26.5% | -4.4% | -53.1%[inhibitor] | 3.7% | -10.2% | -6.1% | -12.0% | 1.9%

Compound activity: PubChem, National Center for Advancing Translational Sciences (NCATS)
